Source: PubChem BioAssay (Broad Institute)
NFkB binder: NF-kappa-B p105 (human) binding; P19838; 17,000 compounds, 1.3% hits; Small molecule microarray, anti-His fluorescence binding; calls only;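 active = spot fluorescence over background significantly raised, with a chance value under 7% in all four replicate spots of the compound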;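 note: probe protein is his-tagged human p50 processed subunit at 1 µg/ml; raw spot fluorescence signals with no normalization applied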
Target sequence (P19838 1-433 limits assumed): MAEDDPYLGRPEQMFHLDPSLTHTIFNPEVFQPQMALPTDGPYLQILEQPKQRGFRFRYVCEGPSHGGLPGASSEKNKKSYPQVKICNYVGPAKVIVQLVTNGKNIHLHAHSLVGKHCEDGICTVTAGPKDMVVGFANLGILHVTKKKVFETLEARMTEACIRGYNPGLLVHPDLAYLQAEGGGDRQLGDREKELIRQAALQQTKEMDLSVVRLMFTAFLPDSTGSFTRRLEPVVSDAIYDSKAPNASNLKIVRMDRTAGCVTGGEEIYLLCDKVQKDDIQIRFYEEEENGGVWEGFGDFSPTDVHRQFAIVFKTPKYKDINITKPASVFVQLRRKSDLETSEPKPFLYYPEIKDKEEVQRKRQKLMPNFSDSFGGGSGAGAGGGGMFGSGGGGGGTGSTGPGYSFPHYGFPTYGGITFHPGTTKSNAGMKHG
Calls only; i = inactive; + = active, no number. Not all compounds are listed; rates above refer to the full screens.

O=C1O[C@@H](c2ccccc2)[C@@H](c2ccccc2)N2[C@@H](c3ccccc3OCCO)[C@]3(C(=O)Nc4ccccc43)[C@@H](C(=O)Nc3nc4ccccc4s3)[C@H]12
  NFkB binder: i

Cc1noc(C)c1S(=O)(=O)Nc1cccc2c1O[C@H](CN(C)CC1CC1)[C@H](C)CN([C@H](C)CO)C2=O
  NFkB binder: i

CC(C)NC(=O)Nc1ccc2c(c1)C(=O)N([C@H](C)CO)C[C@@H](C)[C@H](CN(C)C(=O)c1ccncc1)OCCCC[C@@H](C)O2
  NFkB binder: i

C[C@@H]1CCCCO[C@@H](CN(C)C)[C@H](C)CN([C@@H](C)CO)C(=O)c2cc(NC(=O)Cc3ccccc3)ccc2O1
  NFkB binder: i

C[C@H](CO)N1C[C@H](C)[C@@H](CN(C)C(=O)Nc2ccc3c(c2)OCO3)Oc2ccc(NS(=O)(=O)c3cccs3)cc2CC1=O
  NFkB binder: i

C[C@@H]1CN([C@H](C)CO)C(=O)c2cccc(NC(=O)NC3CCCCC3)c2O[C@@H]1CN(C)Cc1ccncc1
  NFkB binder: i

CC(=O)c1ccccc1OC(=O)CCN1C(=O)C2C3c4ccccc4C(c4ccccc43)C2C1=O (stereo not drawn)
  NFkB binder: i

COC(=O)c1c(NC(=O)Cn2ccc([N+](=O)[O-])n2)sc2c1CCCC2
  NFkB binder: i

CC(=O)Nc1cc2ccccc2oc1=O
  NFkB binder: i

C[C@@H]1CN([C@@H](C)CO)C(=O)c2cc(NC(=O)C3CC3)ccc2O[C@@H]1CN(C)Cc1ccc(C(F)(F)F)cc1
  NFkB binder: i

C[C@@H]1CCCCO[C@H](CN(C)Cc2ccncc2)[C@H](C)CN([C@H](C)CO)C(=O)c2cc(NS(C)(=O)=O)ccc2O1
  NFkB binder: i

C[C@H](CO)N1C[C@H](C)[C@@H](CN(C)Cc2ccc(C(=O)Nc3ccccc3N)cc2)Oc2ccc(NC(=O)Cn3cnnn3)cc2CC1=O
  NFkB binder: i

C[C@@H]1CN([C@@H](C)CO)C(=O)c2cc(NC(=O)Nc3cccc4ccccc34)ccc2O[C@H]1CN(C)CC1CCCCC1
  NFkB binder: i

C[C@H](CO)N1C[C@H](C)[C@@H](CN(C)Cc2ccc(Oc3ccccc3)cc2)Oc2c(NC(=O)c3ccc(-c4nccs4)cc3)cccc2C1=O
  NFkB binder: i

C[C@@H]1CN([C@@H](C)CO)C(=O)Cc2cc(NC(=O)NC3CCCCC3)ccc2O[C@@H]1CN(C)C(=O)Nc1ccc(C(F)(F)F)cc1
  NFkB binder: i

Cc1noc(C)c1S(=O)(=O)N(C)C[C@@H]1Oc2c(cccc2N(C)C)C(=O)N([C@@H](C)CO)C[C@H]1C
  NFkB binder: i

C[C@H](CO)N1C[C@H](C)[C@H](CN(C)S(=O)(=O)c2ccc(F)cc2)OCCCC[C@H](C)Oc2ccc(NC(=O)Nc3ccccc3)cc2C1=O
  NFkB binder: i

C=CCOC(=O)[C@H]1[C@@H]2C(=O)O[C@@H](c3ccccc3)[C@@H](c3ccccc3)N2[C@@H](c2ccc(OCCOC(=O)[C@@H]3C[C@@H]4C(=O)N[C@@H](Cc5ccccc5)C(=O)N4[C@@H]3c3cccc(OCCO)c3)cc2)[C@]12C(=O)Nc1ccccc12
  NFkB binder: +

CN(CC(N)=O)S(=O)(=O)c1ccc2ccccc2c1
  NFkB binder: i

C[C@@H]1CN([C@@H](C)CO)C(=O)CCCn2cc(nn2)CO[C@@H]1CN(C)C(=O)CCC(F)(F)F
  NFkB binder: i

CN(C)c1nc(N)nc(CSc2nnnn2C)n1
  NFkB binder: i

Cc1ccc(S(=O)(=O)NCCNc2ccc([N+](=O)[O-])cc2)cc1
  NFkB binder: i

C[C@@H]1CN([C@H](C)CO)C(=O)c2cc(NC(=O)CCCN(C)C)ccc2O[C@@H]1CN(C)Cc1ccc2c(c1)OCO2
  NFkB binder: i

OC(CSc1nc2ccccc2s1)Cn1c2ccccc2c2ccccc21 (stereo not drawn)
  NFkB binder: i

C[C@@H]1CN([C@@H](C)CO)C(=O)c2cc(NS(=O)(=O)c3ccccc3)ccc2O[C@@H](C)CCCCO[C@H]1CN(C)S(=O)(=O)c1ccc(F)cc1
  NFkB binder: i

COc1ccc2ccc(=O)oc2c1C(OC(C)=O)C(=O)C(C)C (stereo not drawn)
  NFkB binder: i

C[C@H]1CN([C@@H](C)CO)C(=O)c2cccc(NC(=O)c3ccncc3)c2O[C@H]1CN(C)C(=O)NC1CCCCC1
  NFkB binder: i

C[C@H](CO)N1C[C@H](C)[C@H](CN(C)S(=O)(=O)c2ccccc2)Oc2ncc(-c3cccc(C(F)(F)F)c3)cc2C1=O
  NFkB binder: i

Cc1noc(C)c1S(=O)(=O)N(C)C[C@@H]1Oc2c(NC(=O)c3ccc(-c4nccs4)cc3)cccc2C(=O)N([C@H](C)CO)C[C@@H]1C
  NFkB binder: i

Cc1noc(C)c1S(=O)(=O)N(C)C[C@@H]1Oc2ccc(NC(=O)NC(C)C)cc2CC(=O)N([C@@H](C)CO)C[C@@H]1C
  NFkB binder: i

CC1=C(C(=O)O)N2C(=O)[C@@H](NC(=O)[C@H](N)c3ccccc3)[C@H]2SC1
  NFkB binder: i

COc1cc(OC)c(C(O)C(C)O)cc1OC (stereo not drawn)
  NFkB binder: i

C[C@H](CO)N1C[C@H](C)[C@@H](CN(C)Cc2ccc3c(c2)OCO3)Oc2ccc(NC(=O)C3CC3)cc2C1=O
  NFkB binder: i

C[C@H]1CN([C@@H](C)CO)C(=O)c2cccc(NC(=O)C3CCOCC3)c2O[C@@H]1CN(C)Cc1ccncc1
  NFkB binder: i

Cc1sc2ncnc(SCC(=O)Nc3nsc(-c4ccccc4)n3)c2c1C
  NFkB binder: i

Cc1c[nH]c(=O)n(CCCN2CCN(c3ccccc3OCC(F)(F)F)CC2)c1=O
  NFkB binder: i

COc1ccc(Cl)cc1NC(=O)COc1ccccc1[N+](=O)[O-]
  NFkB binder: i

CCOc1ccccc1NC(=S)NCc1ccco1
  NFkB binder: i

C[C@H]1CN([C@@H](C)CO)C(=O)c2cc(NC(=O)Nc3ccc4c(c3)OCO4)ccc2O[C@@H]1CN(C)CC1CCCCC1
  NFkB binder: i

Cc1noc(C)c1NC(=O)N(C)C[C@@H]1Oc2ccc(NC(=O)NC(C)C)cc2CC(=O)N([C@@H](C)CO)C[C@@H]1C
  NFkB binder: i

C/C(=C\CC[C@@H](C)[C@H]1CC[C@@]2(C)C3CC[C@H]4C(C)(C)[C@@H](OC5OC(CO)C(OC6OC(CO)C(O)C(O)C6O)C(O)C5O)CC[C@@]45C[C@@]35CC(O)[C@]12C)C(=O)O (stereo partly drawn)
  NFkB binder: i

C[C@@H]1CN([C@H](C)CO)C(=O)Cc2cc(NC(=O)Cc3ccccc3)ccc2O[C@H]1CN(C)Cc1ccc(C(F)(F)F)cc1
  NFkB binder: i

Cc1cc(=O)[nH]c(SC(C)C(=O)Nc2cccc(Cl)c2)n1 (stereo not drawn)
  NFkB binder: i

CNC[C@@H]1OCc2cn(nn2)CCCC(=O)N([C@@H](C)CO)C[C@H]1C
  NFkB binder: i

O=C(/C=C/CCc1ccc2c(c1)OCO2)N1CCCCC1
  NFkB binder: i

CC(C)NC(=O)N(C)C[C@H]1OCCCC[C@H](C)Oc2ccc(NC(=O)c3ccncc3)cc2C(=O)N([C@H](C)CO)C[C@@H]1C
  NFkB binder: +

COc1cc(-c2cc(O)c(OC)c(OC)c2)cc(O)c1OC
  NFkB binder: i

COc1ccc(CN(C)C[C@H]2Oc3ccc(NC(=O)Nc4ccc(C(F)(F)F)cc4)cc3CC(=O)N([C@@H](C)CO)C[C@H]2C)cc1
  NFkB binder: i

C[C@H]1CN([C@@H](C)CO)C(=O)Cc2cc(NS(=O)(=O)c3cn(C)cn3)ccc2O[C@@H]1CN(C)Cc1ccccc1
  NFkB binder: i

Cc1noc(C)c1S(=O)(=O)N(C)C[C@H]1Oc2ccc(NC(=O)Nc3ccc(F)cc3)cc2CC(=O)N([C@H](C)CO)C[C@@H]1C
  NFkB binder: i

In the list so far, 3 contain a thiophene ring, fused or not:
C[C@H](CO)N1C[C@H](C)[C@@H](CN(C)C(=O)Nc2ccc3c(c2)OCO3)Oc2ccc(NS(=O)(=O)c3cccs3)cc2CC1=O
  NFkB binder: i

COC(=O)c1c(NC(=O)Cn2ccc([N+](=O)[O-])n2)sc2c1CCCC2
  NFkB binder: i

Cc1sc2ncnc(SCC(=O)Nc3nsc(-c4ccccc4)n3)c2c1C
  NFkB binder: i

Other records follow:
Cc1noc(C)c1S(=O)(=O)N(C)C[C@@H]1Oc2ccc(NC(=O)Cc3cn(C)c4ccccc34)cc2CC(=O)N([C@H](C)CO)C[C@H]1C
  NFkB binder: i

COc1ccc(N2C(=O)N(c3ccc(F)cc3)C(=O)C2CC(=O)Nc2ccc(F)cc2)cc1 (stereo not drawn)
  NFkB binder: i

C=C1C[C@@H]2COC(=O)[C@]2(Cc2ccc3ccccc3c2)C1
  NFkB binder: i

Cc1noc(C)c1NC(=O)N(C)C[C@H]1Oc2ccc(NC(=O)Nc3ccc4c(c3)OCO4)cc2C(=O)N([C@@H](C)CO)C[C@H]1C
  NFkB binder: i

C[C@@H]1CCCCO[C@@H](CN(C)C(=O)Nc2ccc(F)cc2)[C@@H](C)CN([C@H](C)CO)C(=O)c2cc(NC(=O)Cc3ccccc3)ccc2O1
  NFkB binder: i

CCOC(=O)c1ccc(NC(=O)CSc2nc3sc4c(c3c(=O)[nH]2)CCCC4)cc1
  NFkB binder: i

C[C@@H]1CCCCO[C@@H](CN(C)C(=O)Nc2ccccc2)[C@@H](C)CN([C@H](C)CO)C(=O)c2cc(NC(=O)CCCN(C)C)ccc2O1
  NFkB binder: i

CCc1nc(SCC(=O)N2CCCc3ccccc32)n[nH]1
  NFkB binder: i

C[C@H](CO)N1C[C@H](C)[C@H](CN(C)Cc2ccc3c(c2)OCO3)OCCCC[C@H](C)Oc2ccc(NS(=O)(=O)c3ccccc3)cc2C1=O
  NFkB binder: i

C[C@H](CO)N1C[C@H](C)[C@H](CN(C)C(=O)CCC(F)(F)F)OCCCC[C@H](C)Oc2ccc(NC(=O)c3ccncc3)cc2C1=O
  NFkB binder: +

COc1cc(O)c(C(C)=O)c(CC(=O)O)c1
  NFkB binder: i

C=C(C(=O)O[C@H]1C/C=C(/C)C[C@H](O)[C@H]2[C@H](C)C(=O)O[C@@H]2/C=C\1C)[C@@H]1CCC(=C)[C@@H]2C[C@H](O[C@@H]3O[C@H](CO)[C@@H](O)[C@H](O)[C@H]3O)C(=C)[C@@H]2C1
  NFkB binder: i

C[C@@H]1CN([C@@H](C)CO)C(=O)c2cc(NC(=O)Nc3ccc(F)cc3)ccc2O[C@@H](C)CCCCO[C@H]1CN(C)C(=O)c1ccccc1
  NFkB binder: i

C[C@@H]1CN([C@@H](C)CO)C(=O)c2cc(NS(=O)(=O)c3cccs3)ccc2O[C@H]1CN(C)S(=O)(=O)c1cccs1
  NFkB binder: i

CNC[C@H]1OCCCC[C@@H](C)Oc2ccc(NC(=O)c3ccncc3)cc2C(=O)N([C@H](C)CO)C[C@@H]1C
  NFkB binder: i

C[C@@H]1CN([C@H](C)CO)C(=O)c2cc(NS(C)(=O)=O)ccc2O[C@H]1CN(C)C(=O)Nc1ccc2c(c1)OCO2
  NFkB binder: i

Cc1ccc(-c2nc3ccccc3o2)cc1NC(=O)COc1ccccc1C
  NFkB binder: i

Cc1noc(C)c1S(=O)(=O)Nc1cccc2c1O[C@H](CN(C)Cc1ccc(C(F)(F)F)cc1)[C@H](C)CN([C@@H](C)CO)C2=O
  NFkB binder: i

CNC[C@H]1OCCCC[C@H](C)Oc2ccc(NC(=O)Nc3cccc4ccccc34)cc2C(=O)N([C@H](C)CO)C[C@@H]1C
  NFkB binder: i

C=C1CCC(C)C(C)(CCC2=CC(OC)OC2=O)C/C=C\C=C\1C(=O)O (stereo not drawn)
  NFkB binder: i

O=C(O)c1ccccc1Nc1nc(N2CCOCC2)nc(N2CCOCC2)n1
  NFkB binder: i

C[C@@H]1CCCCO[C@@H](CN(C)C(=O)Nc2ccccc2)[C@H](C)CN([C@H](C)CO)C(=O)c2cc(NS(C)(=O)=O)ccc2O1
  NFkB binder: i

Cc1noc(C)c1S(=O)(=O)N(C)C[C@@H]1Oc2ccc(NC(=O)c3ccncc3)cc2CC(=O)N([C@@H](C)CO)C[C@@H]1C
  NFkB binder: i

COC(=O)N(C)C[C@H]1OCc2cn(nn2)CCCC(=O)N([C@H](C)CO)C[C@H]1C
  NFkB binder: i

Cc1ccc(S(=O)(=O)N(C(=O)c2ccncc2)c2ccc(OC(=O)c3ccncc3)cc2)c(C)c1
  NFkB binder: i

CC1OC(OC2C(CO)OC(OC(=O)[C@]34CCC(C)(C)CC3C3=CCC5[C@@]6(C)CC[C@H](OC7OC(C)C(OC8OCC(O)(COC9OCC(O)C(OC%10OCC(OC%11OCC(O)(CO)C%11O)C(O)C%10O)C9O)C8O)C(O)C7O)C(C)(C)C6CC[C@@]5(C)[C@]3(C)CC4)C(O)C2O)C(O)C(O)C1O (stereo partly drawn)
  NFkB binder: +

COc1ccc(S(=O)(=O)N(C)C[C@H]2Oc3ccc(NC(=O)CCCN(C)C)cc3CC(=O)N([C@H](C)CO)C[C@@H]2C)cc1
  NFkB binder: i

C[C@H](CO)N1C[C@H](C)[C@@H](CN(C)S(=O)(=O)c2ccc3ccccc3c2)OCc2cnnn2CCCC1=O
  NFkB binder: i

C[C@H](CO)N1C[C@H](C)[C@@H](CN(C)C(=O)Nc2cccc3ccccc23)Oc2c(NC(=O)Nc3cccc4ccccc34)cccc2C1=O
  NFkB binder: i

COc1cccc(-c2cc(NCc3ccc4c(c3)OCO4)nc(N)n2)c1
  NFkB binder: i

C[C@H]1CN([C@@H](C)CO)C(=O)c2cccc(NC(=O)NC3CCCCC3)c2O[C@H]1CN(C)Cc1ccncc1
  NFkB binder: i

Cc1cc(C)c2c(=O)[nH]c(SCC(=O)c3ccccc3)nc2n1
  NFkB binder: i

C[C@@H]1CN([C@@H](C)CO)C(=O)Cc2cc(NS(=O)(=O)c3ccccc3)ccc2O[C@H]1CN(C)S(=O)(=O)c1cn(C)cn1
  NFkB binder: i

Cc1ccc(S(=O)(=O)N(C)C[C@H]2Oc3ccc(NC(=O)Nc4ccc(F)cc4)cc3CC(=O)N([C@H](C)CO)C[C@@H]2C)cc1
  NFkB binder: i

C[C@@H]1CCCCO[C@H](CN(C)C(=O)c2ccccc2)[C@@H](C)CN([C@@H](C)CO)C(=O)c2cc(NS(=O)(=O)c3ccccc3)ccc2O1
  NFkB binder: i
